# Source: PubChem (National Center for Advancing Translational Sciences (NCATS))
# TrxR1 substrate: rat thioredoxin reductase 1 substrate activity; hit rate 0.01% among 390,000; Potency, µM (top dose mostly 114 µM), inactives show at the top dose activity change, negative = substrate turnover; purified TrxR1 substrate turnover, NADPH consumption readout; AID 588456; also: % is scaled to controls: 0 for no effect and ±100 for the full control effect; nearly all actives have a fitted effect of over 50% in size
# Target sequence (O89049 whole entry, looked up): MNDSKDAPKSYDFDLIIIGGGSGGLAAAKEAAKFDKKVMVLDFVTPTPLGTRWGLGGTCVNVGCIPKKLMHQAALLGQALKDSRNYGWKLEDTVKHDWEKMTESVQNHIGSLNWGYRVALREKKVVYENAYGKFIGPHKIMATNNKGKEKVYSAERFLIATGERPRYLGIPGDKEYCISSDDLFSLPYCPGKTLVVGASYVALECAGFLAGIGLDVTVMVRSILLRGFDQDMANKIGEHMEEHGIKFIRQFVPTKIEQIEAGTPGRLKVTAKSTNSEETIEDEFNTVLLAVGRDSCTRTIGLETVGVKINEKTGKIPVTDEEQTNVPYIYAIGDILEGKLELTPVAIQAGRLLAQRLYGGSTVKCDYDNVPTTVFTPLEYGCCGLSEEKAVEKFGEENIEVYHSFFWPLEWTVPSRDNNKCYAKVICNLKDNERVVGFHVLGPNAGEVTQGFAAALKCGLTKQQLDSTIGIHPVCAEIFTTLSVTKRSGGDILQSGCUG
#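 Rat TrxR1, dispensed at 90 nM, was prereduced with 400 uM NADPH (final) for 5 min at ~22 deg C, then incubated with compound 15 min before 400 uM selenite. A first-read NADPH fluorescence drop versus no-compound background flagged substrates.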
# TrxR1 inh: inhibitors of rat thioredoxin reductase 1; O89049; recombinant rTrxR1, NADPH fluorescence consumption, selenite substrate; Potency, µM (titrated, usually from 114 µM), for inactives: at the top dose activity change, negative = inhibition, most hits filed as inhibitors; hit rate 1% among 390,000; also: % is scaled to controls: 0 for no effect and ±100 for the full control effect; nearly all actives have a fitted effect of over 65% in size
#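 Rat TrxR1 (90 nM in the dispensed reagent) was pre-reduced with 400 uM NADPH for 5 min at room temperature, then incubated with compound for 15 min. After 400 uM selenite was added, NADPH fluorescence (Ex 340/Em 450 nm) was followed for 8 min.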
# RXFP1 ag: activates the human relaxin receptor RXFP1 | Q9HBX9 | HEK293T-RXFP1 cAMP TR-FRET, 30 min; response scale: percent of porcine relaxin response, buffer zero | Potency, µM (highest dose often 57.5 µM), for inactives: top-dose activation, hits mostly activators | hit rate 0.3% among 370,000; also: % is scaled to controls: 0 for no effect and ±100 for the full control effect; nearly all actives have a fitted effect of over 60% in size; many of its hits are not listed in these tables
#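 cAMP rise read by TR-FRET after 30 min, 37C compound exposure (up to 58 uM) in RXFP1-transfected HEK293 cells with Ro 20174 present. EC50 from Hill-equation fits, with 29 nM porcine relaxin as 100% and buffer as basal.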
# USP1 inh: blocks the human USP1/UAF1 deubiquitinase complex; AID 743255; hit rate 0.23% among 390,000; O94782; recombinant USP1/UAF1, Ub-Rhodamine cleavage fluorescence; Potency, µM (highest dose often 57.1 µM), without a hit: at the top dose activity change, negative = inhibition, most hits filed as inhibitors; also: % is scaled to controls: 0 for no effect and ±100 for the full control effect; nearly all actives have a fitted effect of over 60% in size; inactives centre near -12
#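 USP1/UAF1 complex at 1 nM was preincubated with compound for 15 min at room temperature, then Ub-Rho substrate (150nM final) was added. Fluorescence (480/540 nm) was read kinetically, 6 reads every 60 seconds.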
# Vif-A3F inh: inhibitors of Vif-A3F interaction | hit rate 0.2% among 390,000 | Potency, µM (top dose mostly 46.1 µM), inactives show at the top dose activity, negative = active | HeLa A3F-eYFP + Vif (tagged APOBEC3F with the HIV-1 protein that degrades it), YFP fluorescence increase; also: % of control where 0% means no effect; nearly all actives have a fitted effect of over 65% in size
#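 HeLa cells stably expressing A3F-eYFP plus Vif, plated and incubated overnight at 37 deg C, then exposed to compounds overnight at 37 deg C. Blocked degradation read as raised yellow fluorescence (Ex 488/Em 500-530).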
# ALOX12 inh: ALOX12 (human) lipoxygenase inhibition | purified 12hLO, xylenol orange hydroperoxide absorbance | Potency, µM (titrated, usually from 108 µM), for the others: at the highest dose activity change, negative = inhibition, actives largely listed as inhibitors | hit rate 1.1% among 580,000 | AID 1671190; also: % is scaled to controls: 0 for no effect and ±100 for the full control effect
#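 Purified human 12hLO (150 nM final) in 25 mM Hepes, 0.01% Triton X-100, pH 7.0 was preincubated 15 min at room temperature with compound. Then 40 uM arachidonic acid was added, 30 min. Hydroperoxide was read by Fe-XO absorbance ratio 573/405 nm.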
# Vif-A3G inh: Vif-A3G binding inhibition; Q9HC16; AID 602310; Potency, µM (series often up to 46.1 µM), inactives show top-dose activity, negative = active, actives largely listed as inhibitors; hit rate 0.076% among 410,000; HeLa A3G-eYFP + Vif (tagged APOBEC3G with the HIV-1 protein that degrades it), YFP fluorescence, overnight;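 also: % is scaled to controls: 0 for no effect and ±100 for the full control effect; nearly all actives have a fitted effect of over 60% in size; hits raise eYFP signal because A3G escapes Vif-driven loss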
#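 Read-out is eYFP fluorescence (Ex 488/Em 500-530) from Vif-expressing HeLa A3G-eYFP cells; more signal means A3G escaped Vif-mediated degradation. Cells plated overnight, compound pinned in, incubated overnight at 37 deg C.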
# RGS4 inh: blocks human RGS4-accelerated GTP hydrolysis. hit rate 0.039% among 390,000. Transcreener GDP fluorescence polarization, RGS4-accelerated GTP hydrolysis. Potency, µM (series often up to 114 µM), without a hit: top-dose activity change, negative = inhibition, usual class: inhibitors; also: % is scaled to controls: 0 for no effect and ±100 for the full control effect; nearly all actives have a fitted effect of over 75% in size; some results filed as inactive show a strong effect at the top dose
# Target sequence (P49798 whole entry, looked up): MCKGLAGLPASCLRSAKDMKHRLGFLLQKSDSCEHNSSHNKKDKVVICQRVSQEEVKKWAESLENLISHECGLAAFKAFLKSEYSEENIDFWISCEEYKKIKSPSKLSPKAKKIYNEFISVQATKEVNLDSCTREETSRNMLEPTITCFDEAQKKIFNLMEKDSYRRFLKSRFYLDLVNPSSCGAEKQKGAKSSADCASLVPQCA
#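 MLSMR compounds (23 nl, pin-transferred) preincubated 10 min at room temperature with a 500nM (2x) first reagent, then RGS4 at 900nM (2x) plus Transcreener GDP mix added; fluorescence polarization (620/688 nm) read before and after 90 min at 30 °C.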
# IDH1 R132H inh: human IDH1 R132H inhibition | IDH1-R132H enzyme, NADPH consumption, diaphorase/resazurin fluorescence | Potency, µM (highest dose often 76.6 µM), inactives show at the highest dose activity change, negative = inhibition, hits mostly inhibitors | hit rate 0.093% among 390,000 | AID 602179; also: % is scaled to controls: 0 for no effect and ±100 for the full control effect; nearly all actives have a fitted effect of over 65% in size
#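 IDH1-R132H (0.5 ug/mL dispensed) in pH 7.5 Tris buffer was preincubated 30 min with compound, then given a substrate mix of 0.016 mM NADPH and 2 mM alpha-KG for 80 min at room temperature; remaining NADPH was read by diaphorase/resazurin fluorescence.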
# * hit, by the source's call; i = inactive; ? = inconclusive; · = no result given; & = joins results of further samples; [ ] = another dose, or the depositor's remark. Calls follow the shape of the dose curve; as a rule, active = well fitted curve in the direction sought with a large enough effect; inconclusive = small, poorly fitted or top-dose-only effect, or another doubt; inactive = no such curve, though single readings can be large; an effect the other way counts as inactive or inconclusive. Potency is read from the fitted curve at half-maximal effect.
SMILES,TrxR1 substrate,TrxR1 inh,RXFP1 ag,USP1 inh,Vif-A3F inh,ALOX12 inh,Vif-A3G inh,RGS4 inh,IDH1 R132H inh
CCCC(=O)N1CCN(c2nc3c(OC)ccc(Cl)c3s2)CC1,4%,12%,-1.3%,-4%,0%,0%,3%,5%[11.4 µM],6%
CC(C)N1CCc2c(sc(NC(=O)c3cc(-c4cccs4)nc4ccccc34)c2C(N)=O)C1,19%[57.1 µM],-9%[57.1 µM],2.4%,-8%,?,·,7.1µM*,-24%,8%
O=C(Nc1nnc(SCCN2CCOCC2)s1)C1CC(=O)N(c2ccc(F)cc2)C1 (stereo not given),-10%,?,0.8%,-12%,2%,?,0%,-27%,-4%
COCCN(C(=O)Cc1coc2cc(C)c(C)cc12)c1c(N)n(Cc2ccccc2)c(=O)[nH]c1=O,0%,1%,1.4%,-22%,3%,-19%,0%,-1%,6%
O=C(O)CC(C(=O)OCCOc1ccccc1)N1CCOCC1 (stereo not given),-3%,-2%,-0.2%,-11%,5%,?,0%,12%,-3%
O=C(O)c1cccc(S(=O)(=O)Nc2ccc3[nH]c(=O)[nH]c3c2)c1,-1%,13%,-0.9%,-14%,0%,4%,1%,-15%,28%
CCCCc1ccc(NC(=S)NCc2cccs2)cc1,-3%,-12%,1.3%,?,-4%,?,1%,-34%,3%
CN(C(=O)c1ccc(S(=O)(=O)NC2CCCC2)cc1)C1CCCCC1,9%,22%,7.5%,?,-4%,20%,-1%,0%,12%
O=c1c(CN2CCN(c3cccc(Cl)c3)CC2)coc2c(Cl)cc(Cl)cc12,11%,2%,-0.7%,-25%,-4%,-20%[57.4 µM],0%,-5%,5%
CC(C)NC(=O)c1cc(-c2ccc3c(c2)OCO3)on1,-14%[57.1 µM],-3%[57.1 µM],-2.2%,-17%,7%,0%,4%,-6%,3%
O=C(CCN1CCOCC1)N1CCc2c([nH]c3ccccc23)C1c1cccc(Cl)c1 (stereo not given),7%[57.1 µM],6%[57.1 µM],0.2%,-12%,-1%,?,1%,-8%,7%
Cn1c(=O)c2c(-c3ccccc3)n3c(c2n(C)c1=O)C(c1ccccc1[N+](=O)[O-])Nc1ccccc1-3 (stereo not given),-9%,-12%,-7.2%,-7%,1%,-20%,3%,20%,-14%
C=CCOc1ccc(/C(O)=C2\C(=O)C(=O)N(CCCOC)C2c2ccncc2)cc1 (stereo not given),-7%[57.1 µM],?,9.2%,-4%,-1%,-16%,1%,10%,-4%
Cc1ccc(C(C)C)c(OCC(O)CNC2CCCC2)c1 (stereo not given),1%,19%,-1.3%,-19%,-3%,-16%,1%,-9%,-9%
CCOC(=O)c1cc(-c2ccc(OC)cc2)nc2c1c(C)nn2CCC(N)=S,-1%[57.1 µM],-7%[57.1 µM],1.7%,-21%,1%,40µM*,1%,-1%,?
O=C1CSC(=O)N1CCOCCN1C(=O)CSC1=O,13%[57.1 µM],-5%[57.1 µM],0.7%,-14%,4%,4%,1%,-6%,3%
CC(=O)c1cc2c(cc1N/C(=N/S(=O)(=O)c1ccc(C)cc1)c1ccccc1)OCO2,-3%[57.1 µM],12%[57.1 µM],1.3%&-1.0%,-21%&-9%,4%&3%,?,3%&-3%,27%&-2%,0%&-3%
O=C(CSc1nc(=O)n(Cc2ccccn2)c2c1CCC2)Nc1ccc(F)cc1F,-4%[57.1 µM],0%[57.1 µM],-0.5%,-19%,2%,-5%,-2%,17%,1%
CCc1nc2c(s1)CCc1onc(-c3ccc(Cl)cc3)c1-2,0%[57.1 µM],-1%[57.1 µM],1.6%,-4%,3%,7%,-8%,-12%,14%
Cc1cc(C(=O)COc2ccccc2C(N)=O)c(C)n1C,0%[57.1 µM],12%[57.1 µM],1.9%,-7%,-7%,2%,-1%,6%,-4%
CN(C)CCCN(C(=O)c1ccc([N+](=O)[O-])s1)c1nc2cc3c(cc2s1)OCCO3,-4%,-8%,5.8%,?,-10%,-19%,-7%,8%,2%
Cc1nc2nc3c(cn2n1)C(=O)CC(c1ccccc1)C3 (stereo not given),-5%,6%,3.7%,-9%,-8%,0%,1%,-29%,2%
CCOc1cccc(C2/C(=C(/O)c3ccc4c(c3)CC(C)O4)C(=O)C(=O)N2CCN2CCOCC2)c1 (stereo not given),-6%,-26%,?,-19%,-2%,-18%,-9%,9%,0%
S=C(c1c[nH]c2ccc(Br)cc12)N1CCOCC1,-9%,0%,-0.2%,-1%,0%,-11%,-7%,20%,-16%
Cn1ccnc1SCC(=O)N1CCc2ccccc21,-2%,2%,0.4%,0%,0%,i,-1%,7%,-4%
O=C(C1=C[C@H](c2ccc(Br)cc2)C[C@H](OCc2ccc(CO)cc2)O1)N1CCOCC1,6%[57.1 µM],9%[57.1 µM],0.4%,-32%,-5%,6%,-3%,-18%,-1%
Cc1ccc(Cl)cc1NC(=S)N1CCC(c2ccccc2)C1 (stereo not given),-4%,2%,-4.1%,-8%,10%,-17%,-7%,16%,2%
CCCCN(C)S(=O)(=O)c1ccc(C(=O)Nc2nnc(C3=COCCO3)o2)cc1,-7%,12%[57.1 µM],0.1%,2%,?,-10%,0%,13%,3%
O=C(O)CCCC(=O)N1N=C(c2ccccc2)CC1c1ccc2nccnc2c1 (stereo not given),-1%,7%,9.4%,-9%,2%,-6%,-5%,-24%,-6%
Cc1nc(N2CCN(Cc3ccccc3)CC2)c(C#N)c2c1COC(C)(C)C2,-4%[57.1 µM],6%[57.1 µM],0.7%,-9%,1%,-4%,-2%,-3%,9%
O=C(OCC(=O)N1CCN(C(=O)c2ccco2)CC1)c1ccc(S(=O)(=O)N2CCCCC2)cc1,5%,14%,2.3%,-9%,-5%,409%[activator],2%,-9%,-1%
Cc1cc2oc(=O)cc(CN3CCOCC3)c2cc1C,9%[57.1 µM],5%[57.1 µM],-0.5%,-18%,-7%,40%&-6%[activator],0%,2%,7%
O=C(CNC(=O)c1ccc(S(=O)(=O)N2CCCC2)cc1)N/N=C/c1ccc(Cl)cc1,-6%,-3%,1.0%,-9%,-1%,-7%,2%,-5%,8%
CCOC(=O)CC1=C(C(=O)OCC)C(c2cccnc2)C(C#N)=C(N)O1 (stereo not given),12%[57.1 µM],16%[57.1 µM],2.8%,-17%,-1%,463%[activator],2%,-21%,-3%

# Of the compounds above, these have a carbonyl joined to an NH by a bond outside any ring.
SMILES,TrxR1 substrate,TrxR1 inh,RXFP1 ag,USP1 inh,Vif-A3F inh,ALOX12 inh,Vif-A3G inh,RGS4 inh,IDH1 R132H inh
CC(C)N1CCc2c(sc(NC(=O)c3cc(-c4cccs4)nc4ccccc34)c2C(N)=O)C1,19%[57.1 µM],-9%[57.1 µM],2.4%,-8%,?,·,7.1µM*,-24%,8%
O=C(Nc1nnc(SCCN2CCOCC2)s1)C1CC(=O)N(c2ccc(F)cc2)C1 (stereo not given),-10%,?,0.8%,-12%,2%,?,0%,-27%,-4%
CC(C)NC(=O)c1cc(-c2ccc3c(c2)OCO3)on1,-14%[57.1 µM],-3%[57.1 µM],-2.2%,-17%,7%,0%,4%,-6%,3%
O=C(CSc1nc(=O)n(Cc2ccccn2)c2c1CCC2)Nc1ccc(F)cc1F,-4%[57.1 µM],0%[57.1 µM],-0.5%,-19%,2%,-5%,-2%,17%,1%
Cc1cc(C(=O)COc2ccccc2C(N)=O)c(C)n1C,0%[57.1 µM],12%[57.1 µM],1.9%,-7%,-7%,2%,-1%,6%,-4%
CCCCN(C)S(=O)(=O)c1ccc(C(=O)Nc2nnc(C3=COCCO3)o2)cc1,-7%,12%[57.1 µM],0.1%,2%,?,-10%,0%,13%,3%
O=C(CNC(=O)c1ccc(S(=O)(=O)N2CCCC2)cc1)N/N=C/c1ccc(Cl)cc1,-6%,-3%,1.0%,-9%,-1%,-7%,2%,-5%,8%

# Only part of the results is shown; rates above refer to the full screens.
